# Screening results deposited in PubChem by Broad Institute.
# p53 PUMA act: restores mutant p53 pathway signaling in SW480 cells | SW480 PUMA-promoter luciferase, p53 mutant reactivation | activation, % at 9.98 µM | actives 1.5% (n = 28,000); in the data active = activation above about 52%
# STK33 kin inh: inhibitors of human STK33 kinase; ADP-Glo luminescence, MBP substrate; inhibition, % at 12.5 µM; actives 0.44% (n = 27,000); AID 2322; in the data active = inhibition above about 20%
# Target sequence (Q9BYT3 whole entry, looked up): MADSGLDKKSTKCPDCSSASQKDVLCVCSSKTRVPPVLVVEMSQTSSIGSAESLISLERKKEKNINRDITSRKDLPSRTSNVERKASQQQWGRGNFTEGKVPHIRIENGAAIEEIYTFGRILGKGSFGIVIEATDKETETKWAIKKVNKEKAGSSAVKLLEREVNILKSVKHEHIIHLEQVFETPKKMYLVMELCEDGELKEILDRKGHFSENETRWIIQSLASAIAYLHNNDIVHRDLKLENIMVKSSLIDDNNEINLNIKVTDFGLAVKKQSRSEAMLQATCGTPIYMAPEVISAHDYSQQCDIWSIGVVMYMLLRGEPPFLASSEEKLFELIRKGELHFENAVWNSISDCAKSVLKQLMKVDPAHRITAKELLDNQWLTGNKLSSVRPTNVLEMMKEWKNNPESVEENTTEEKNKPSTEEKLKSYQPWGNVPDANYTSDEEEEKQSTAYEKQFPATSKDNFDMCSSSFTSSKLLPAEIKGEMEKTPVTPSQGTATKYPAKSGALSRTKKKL
# Starred values were filed as active, the others as inactive; . = not tested or not shown; & = joins results of further samples. This is a subset. The share of hits here may be higher or lower than overall.
SMILES,p53 PUMA act,STK33 kin inh
O=C(O)CCc1ccc(-c2cccs2)n1CC1CCCO1 (centres undefined),2,4
C[C@H](CO)N1C[C@H](C)[C@H](CN(C)C(=O)c2ccccn2)Oc2cc(C3=CCCC3)ccc2S1(=O)=O,6,.
FC(F)(F)c1cccc(-c2noc(-c3cc(-c4ccccc4)c(C(F)(F)F)s3)n2)c1,11,.
Cc1ccc(S(=O)(=O)Nc2ccc3c(c2)C(=O)N([C@H](C)CO)C[C@H](C)[C@H](CN(C)C(=O)Nc2ccc(F)cc2)OCCCC[C@@H](C)O3)cc1,.,0
Cc1cc(C)cc(NC(=O)c2ccc(CSc3nnc(-c4cccc([N+](=O)[O-])c4)n3C)cc2)c1,3,2
O=C(Cn1c(=O)oc2ccccc21)Nc1cccc(C(=O)O)c1,12,-6
CC(C)NC(=O)Nc1ccc2c(c1)C(=O)N([C@H](C)CO)C[C@H](C)[C@@H](CN(C)C(=O)c1ccccc1)OCCCC[C@@H](C)O2,.,11
COc1ccc(S(=O)(=O)N(C)C[C@@H]2Oc3c(NC(=O)c4cc(C)nn4C)cccc3C(=O)N([C@@H](C)CO)C[C@H]2C)cc1,-2,.
CC(C)CC#Cc1ccc2c(c1)O[C@@H](CN(C)S(=O)(=O)c1cccc(F)c1)[C@@H](C)CN([C@@H](C)CO)S2(=O)=O,-16,.
Cc1ccc(NC(=O)C(C)NS(=O)(=O)c2ccc(F)cc2)cc1Cl (centres undefined),-6,-3
COc1ccc(NC(=O)CSc2nc(-c3ccccc3)c(-c3ccccc3)o2)cc1OC,-13,4
CCCC#Cc1cnc2c(c1)C(=O)N([C@H](C)CO)C[C@H](C)[C@H](CN(C)S(=O)(=O)c1cn(C)cn1)O2,6,.
COc1ccc(CN(C)C[C@@H]2Oc3ccc(NC(=O)Nc4ccccc4)cc3CC(=O)N([C@@H](C)CO)C[C@@H]2C)cc1,.,0
COc1ccc(NC(=O)c2ccco2)cc1NC(=O)c1cccnc1,-1,4
O=C(COc1ccc(Cl)cc1Cl)Nc1cccc(-c2nnc(-c3ccccc3)o2)c1,39,8
Cc1cc(OCC(=O)Nc2ccccc2C(N)=O)c(C(C)C)cc1Br,-7,0
C[C@@H]1CN([C@H](C)CO)C(=O)Cc2cc(NC(=O)Nc3ccc(F)cc3)ccc2O[C@H]1CN(C)Cc1ccncc1,.,-1
C[C@H](CO)N1C[C@H](C)[C@@H](CN(C)S(=O)(=O)c2cccs2)Oc2ccc(NC(=O)Nc3ccc(F)cc3)cc2C1=O,-6,.
O=C(CSc1nc(Nc2ccccc2)nc(Nc2ccccc2)n1)N1CCN(c2ccccc2)CC1,9,3
Cc1noc(C)c1S(=O)(=O)N(C)C[C@@H]1Oc2ccc(NS(C)(=O)=O)cc2CC(=O)N([C@H](C)CO)C[C@@H]1C,2,2
COc1ccc(NC(=O)Nc2ccc3c(c2)CC(=O)N([C@H](C)CO)C[C@@H](C)[C@@H](CN(C)S(=O)(=O)c2ccccc2)O3)cc1,.,0
O=C(COc1ccc(I)cc1)Nc1ccc(O)cc1C(=O)O,1,10
Cc1noc(C)c1NC(=O)Nc1ccc2c(c1)CC(=O)N([C@H](C)CO)C[C@H](C)[C@H](CN(C)C(=O)Nc1ccc(C(F)(F)F)cc1)O2,5,-1
COc1ccc(S(=O)(=O)N(C)C[C@@H]2Oc3ccc(NC(=O)Nc4c(C)noc4C)cc3CC(=O)N([C@H](C)CO)C[C@@H]2C)cc1,.,4
O=C(CCn1c(=S)[nH]c2c(sc3ccccc32)c1=O)NC1CCCCC1,8,.
CNC[C@@H]1Oc2ccc(NC(=O)NC3CCCCC3)cc2CC(=O)N([C@H](C)CO)C[C@@H]1C,.,-4
O=c1[nH]c2ccc(Cl)cc2c2oc(-c3ccccc3)nc12,.,-1
Cc1ccc2nc(-c3cccc(NC(=O)COc4ccc([N+](=O)[O-])cc4)c3)oc2c1,72*,7
CN(CC(=O)Nc1ccc2c(c1)OCCO2)S(=O)(=O)c1ccc2ccccc2c1,8,5
O=C(Nc1ccc(S(=O)(=O)Nc2ncccn2)cc1)c1c(Cl)cccc1Cl,-7,-2
COc1cccc(-c2cnc3c(c2)C(=O)N([C@H](C)CO)C[C@H](C)[C@H](CN(C)C(=O)Nc2ccccc2)O3)c1,.,1
COc1cc(C2NC(=S)NC(C)=C2C(=O)Nc2ccccc2Cl)ccc1OCC#N (centres undefined),11,-5
C[C@@H]1CCCCO[C@@H](CN(C)S(=O)(=O)c2cn(C)cn2)[C@H](C)CN([C@@H](C)CO)C(=O)c2cc(NS(C)(=O)=O)ccc2O1,7,.
Cc1noc(C)c1NC(=O)N(C)C[C@H]1Oc2ccc(NC(=O)c3ccncc3)cc2C(=O)N([C@@H](C)CO)C[C@@H]1C,.,-1
COc1ccc(NC(=O)N(C)C[C@H]2Oc3ccc(NS(=O)(=O)c4ccc(OC)cc4)cc3C(=O)N([C@@H](C)CO)C[C@H]2C)cc1,.,2
Cc1ccc(-c2nc3ccccc3s2)cc1NC(=O)COc1ccccc1C,6,5
Cc1noc(C)c1-c1nc(CSc2n[nH]c(=O)n2C2CC2)no1,-4,.
C[C@@H]1CN([C@H](C)CO)C(=O)c2cc(NC(=O)C3CCCCC3)ccc2O[C@H]1CN(C)Cc1ccc(C(F)(F)F)cc1,.,-4
COc1ccc([C@@H]2Sc3ccccc3N(CCN(C)C)C(=O)[C@@H]2OC(C)=O)cc1,.,0&-11
COC(=O)COc1ccc(S(=O)(=O)NC2CCCCCC2)cc1,-15,-1
CNC[C@@H]1Oc2ccc(NC(=O)C3CC3)cc2CC(=O)N([C@@H](C)CO)C[C@H]1C,2,.
COc1ccccc1CC(=O)Nc1ccc(-c2noc(-c3cc(OC)c(OC)c(OC)c3)n2)cc1,-5,-1
C[C@H]1CN([C@@H](C)CO)C(=O)c2cccc(NC(=O)c3ccc(-c4nccs4)cc3)c2O[C@@H]1CN(C)S(=O)(=O)c1cccs1,-1,.
COC(=O)c1ccc(COc2ccc3c(c2)oc(=O)c2cc(OC)ccc23)o1,5,6
O=C(OCc1nc2ccccc2s1)c1ccco1,-2,1

# The final six entries of the section above are carried over, then new ones follow.
SMILES,p53 PUMA act,STK33 kin inh
COC(=O)COc1ccc(S(=O)(=O)NC2CCCCCC2)cc1,-15,-1
CNC[C@@H]1Oc2ccc(NC(=O)C3CC3)cc2CC(=O)N([C@@H](C)CO)C[C@H]1C,2,.
COc1ccccc1CC(=O)Nc1ccc(-c2noc(-c3cc(OC)c(OC)c(OC)c3)n2)cc1,-5,-1
C[C@H]1CN([C@@H](C)CO)C(=O)c2cccc(NC(=O)c3ccc(-c4nccs4)cc3)c2O[C@@H]1CN(C)S(=O)(=O)c1cccs1,-1,.
COC(=O)c1ccc(COc2ccc3c(c2)oc(=O)c2cc(OC)ccc23)o1,5,6
O=C(OCc1nc2ccccc2s1)c1ccco1,-2,1
C[C@@H]1CN([C@@H](C)CO)C(=O)Cc2cc(NS(=O)(=O)c3cccs3)ccc2O[C@@H]1CN(C)S(=O)(=O)c1cccs1,.,-2
COc1cc(OCCN2CCOCC2)ccc1C1C(C#N)=C(N)Oc2nc(C(F)(F)F)[nH]c21 (centres undefined),.,-6
C[C@@H]1CN([C@H](C)CO)C(=O)c2cc(NC(=O)Cc3cn(C)c4ccccc34)ccc2O[C@@H]1CN(C)C(=O)Nc1ccccc1,-5,.
Cc1noc(C)c1NC(=O)N(C)C[C@H]1OCCCC[C@@H](C)Oc2ccc(NC(=O)c3ccccc3)cc2C(=O)N([C@H](C)CO)C[C@@H]1C,.,-3
NC(=O)[C@H]1[C@@H]2C(=O)O[C@@H](c3ccccc3)[C@@H](c3ccccc3)N2[C@@H](c2ccc(OCCO)cc2)[C@]12C(=O)Nc1ccc(C#CC3(O)CCCCCC3)cc12,.,12
C[C@H](CO)N1C[C@H](C)[C@H](CN(C)C(=O)c2ccc3ccn(C)c3c2)OCc2cnnn2CCCC1=O,.,1
O=C1OCc2cc3cccc(O[C@@H]4O[C@H](CO[C@@H]5OC[C@@H](O)[C@H](O)[C@H]5O)[C@@H](O)[C@H](O)[C@H]4O)c3c(O)c21,.,6
Cc1cccc(NC(=O)CSc2nnc(-c3ccncc3)n2-c2ccc(C)c(C)c2)c1,-18,-2
Cn1nnnc1SCC(=O)c1ccc(O)c(O)c1,9,-1
CCCN(C)C[C@H]1Oc2cc(C#CC(C)(C)O)ccc2S(=O)(=O)N([C@H](C)CO)C[C@H]1C,-9,.
C[C@H]1CN([C@@H](C)CO)C(=O)Cc2cc(NC(=O)c3ccncc3)ccc2O[C@H]1CN(C)C(=O)Nc1ccc(F)cc1,1,3
CC(C)CNC(=O)[C@@]1(C)c2ccccc2C(=O)N(Cc2ccccc2)[C@H]1c1ccc(CO)cc1,.,-4
CC(C)NC(=O)Nc1ccc2c(c1)C(=O)N([C@H](C)CO)C[C@H](C)[C@H](CN(C)C(=O)Nc1ccccc1)OCCCC[C@@H](C)O2,0,1
Cc1ccc2c(C)c(C(=O)Nc3sc4c(c3C(=O)NCC3CCCO3)CCCC4)oc2c1 (centres undefined),-8,1
O=C(c1ccccc1)N1Cc2ccccc2C[C@@]2(N=C(c3ccc(OCCCO)cc3)O[C@H]2c2ccccc2)C1=O,.,2
COc1ccc(C2=Cc3ccccc3C(C)(C)O2)cc1,9,.
CNC(=O)COc1ccc(Nc2nnc(-c3ccc(OC)cc3)c3ccccc23)cc1,26,0
CC1OC(OC2C(C(=O)O)OC(O[C@H]3CC[C@@]4(C)C(CC[C@]5(C)C4CC=C4C6CC(C)(C)CC[C@]6(C(=O)OC6OC(CO)C(O)C(O)C6O)CC[C@]45C)C3(C)C)C(O)C2O)C(OC2OCC(O)C(O)C2O)C(O)C1O (some centres undefined),.,-1
Cc1cc(=O)[nH]c(SCCOc2cccc(Oc3ccccc3)c2)n1,-11,-1
Cc1c(Cl)cccc1NC(=O)CSc1nc(-c2ccccc2)cs1,12,0
C[C@@H]1CN([C@H](C)CO)C(=O)Cc2cc(NS(=O)(=O)c3cccs3)ccc2O[C@@H]1CN(C)Cc1ccc(C(F)(F)F)cc1,.,1
CC(=O)c1cc(C)c(O)c(COC2OC(CO)C(O)C(O)C2O)c1O (centres undefined),-10,-1
C=CCNC(=O)[C@H]1[C@@H]2C(=O)O[C@@H](c3ccccc3)[C@@H](c3ccccc3)N2[C@@H](c2ccc(OCCO)cc2)[C@]12C(=O)Nc1ccc(C#CCC(C(=O)OC)C(=O)OC)cc12,.,11
COc1ccc(S(=O)(=O)N(C)C[C@@H]2Oc3ccc(NC(=O)Nc4ccc(C(F)(F)F)cc4)cc3CC(=O)N([C@@H](C)CO)C[C@H]2C)cc1,-37,.
O=C(Cc1ccccc1[N+](=O)[O-])Nc1ccccc1C(=O)NC1CCCCC1,-19,-1
C[C@@H]1CN([C@@H](C)CO)C(=O)c2cc(NC(=O)Cn3cnnn3)ccc2O[C@@H]1CN(C)Cc1ccncc1,-1,2
COCC#Cc1ccc2c(c1)O[C@H](CN(C)S(=O)(=O)c1cccc(F)c1)[C@@H](C)CN([C@@H](C)CO)S2(=O)=O,3,.
Cc1ccc(S(=O)(=O)NC(=O)NC2CCN(c3nccc(C(F)(F)F)n3)CC2)cc1,-11,.
C[C@@H]1CCCCO[C@@H](CN(C)C(=O)C2CCCCC2)[C@@H](C)CN([C@H](C)CO)C(=O)c2cc(NS(=O)(=O)c3ccc(Cl)cc3)ccc2O1,.,1
CC(C)c1onc(-c2c(Cl)cccc2Cl)c1COc1ccc(/C=C/c2cccc(C(=O)O)c2)c(Cl)c1,67*,.
Cc1cccc(-c2nnc(SCC(=O)Nc3cccc(Br)c3)n2C)c1,-6,3
CC1CN(c2ccc(NC(=O)c3ccco3)cc2C(=O)O)CC(C)O1 (centres undefined),.,2
Cc1ccc(S(=O)(=O)Nc2ccc3c(c2)CC(=O)N([C@H](C)CO)C[C@H](C)[C@H](CN(C)Cc2ccc(Oc4ccccc4)cc2)O3)cc1,.,8
C[C@@H]1CN([C@H](C)CO)S(=O)(=O)c2ccc(-c3cccnc3)cc2O[C@H]1CN(C)Cc1ccccn1,-3,.
C[C@H]1CN([C@@H](C)CO)S(=O)(=O)c2ccc(-c3ccc(F)cc3)cc2O[C@H]1CN(C)Cc1ccccc1C(=O)O,5,.
Cc1noc(C)c1S(=O)(=O)Nc1ccc2c(c1)CC(=O)N([C@H](C)CO)C[C@@H](C)[C@H](CN(C)S(C)(=O)=O)O2,.,-1
CCCN(C)C[C@H]1Oc2cc(C#Cc3cccc(F)c3)ccc2S(=O)(=O)N([C@@H](C)CO)C[C@H]1C,-16,.
C[C@H]1CN([C@@H](C)CO)C(=O)c2cc(NC(=O)c3ccncc3)ccc2O[C@@H]1CN(C)S(=O)(=O)c1cn(C)cn1,.,-3
Cc1noc(C)c1S(=O)(=O)N(C)C[C@H]1Oc2ccc(NS(=O)(=O)c3ccc(Cl)cc3)cc2CC(=O)N([C@@H](C)CO)C[C@H]1C,-8,2
C[C@H](CO)N1C[C@H](C)[C@H](CN(C)Cc2ccc(C(F)(F)F)cc2)Oc2ccc(NC(=O)NC3CCCCC3)cc2C1=O,.,-6
Cc1ccc(OCC(O)C(C)NC(C)C)c2c1CCC2 (centres undefined),4,.
COc1ccc(NC(=O)Nc2cccc3c2O[C@@H](CN(C)Cc2ccncc2)[C@H](C)CN([C@H](C)CO)C3=O)cc1,2,.
O=S1(=O)CC(O)C(NCc2ccco2)C1 (centres undefined),.,0
CCn1c(SCC(=O)Nc2ccc(Cl)cc2Cl)nnc1-c1cccc(Cl)c1,-2,1
CC(C)OC(=O)Nc1cc(Cl)cc(Cl)c1,.,-3

# Part of the list above, as labelled records.
> CCCN(C)C[C@H]1Oc2cc(C#Cc3cccc(F)c3)ccc2S(=O)(=O)N([C@@H](C)CO)C[C@H]1C
  p53 PUMA act = -16; STK33 kin inh = .

> C[C@H]1CN([C@@H](C)CO)C(=O)c2cc(NC(=O)c3ccncc3)ccc2O[C@@H]1CN(C)S(=O)(=O)c1cn(C)cn1
  p53 PUMA act = .; STK33 kin inh = -3

> Cc1noc(C)c1S(=O)(=O)N(C)C[C@H]1Oc2ccc(NS(=O)(=O)c3ccc(Cl)cc3)cc2CC(=O)N([C@@H](C)CO)C[C@H]1C
  p53 PUMA act = -8; STK33 kin inh = 2
